High-throughput results (PubChem BioAssay)
ASAP1 inh = blocks human ASAP1-stimulated Arf1 GTP hydrolysis. GDP FP detection. 0.19% of 360,000 active. AID 624377. Q9ULH1. inhibition, % at 16.5 µM; in the data active = inhibition above about 25%;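 also: 0% = vehicle with enzyme and substrate and 100% = no enzyme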
Target sequence (Q9ULH1 325-724 limits assumed): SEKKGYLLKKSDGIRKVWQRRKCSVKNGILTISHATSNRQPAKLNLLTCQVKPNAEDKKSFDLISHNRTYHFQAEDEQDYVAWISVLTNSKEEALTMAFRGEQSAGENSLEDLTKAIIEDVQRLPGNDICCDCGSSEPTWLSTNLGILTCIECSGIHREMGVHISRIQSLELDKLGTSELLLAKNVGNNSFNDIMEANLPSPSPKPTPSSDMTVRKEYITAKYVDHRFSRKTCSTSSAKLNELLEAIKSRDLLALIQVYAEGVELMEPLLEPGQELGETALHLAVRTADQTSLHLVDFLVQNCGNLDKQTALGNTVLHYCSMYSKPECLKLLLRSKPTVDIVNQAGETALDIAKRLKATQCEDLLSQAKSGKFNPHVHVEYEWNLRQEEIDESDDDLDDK
ARFGAP1 inhibitor = inhibits rat ARF GTPase activating protein 1; Q62848; Arfgap1-stimulated ARF1 GTP hydrolysis, GDP FP detection; inhibition, % at 16.5 µM; 0.26% of 360,000 active; AID 651572;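 active = inhibition above a per-plate limit, mean inhibition of low control wells plus 3 SD, cut at about 25% in these data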;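 also: 0% = DMSO wells with enzyme and 100% = wells lacking Arfgap1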
Target sequence (Q62848 1-136 limits assumed): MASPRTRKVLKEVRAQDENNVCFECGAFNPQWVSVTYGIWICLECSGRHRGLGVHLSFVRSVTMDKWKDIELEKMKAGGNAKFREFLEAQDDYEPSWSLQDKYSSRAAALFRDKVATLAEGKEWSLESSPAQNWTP
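Repeats: one replicate per compound; assay system: rat Arfgap1 catalytic domain, aa 1-136; times: enzyme reaction 120 min at 25 °C after 20 min preincubation; detection: FP of antibody-bound GDP Alexa 633 tracer, ex 620/em 688 nm; benchmarks: high control wells lacking Arfgap1, low control full reaction with DMSO; reagent: human ARF1(Δ1-17)-GTP substrate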
PLC-beta3 inh = inhibitors of human phospholipase C beta3 | Q01970 | Purified PLC-beta3, fluorogenic substrate, fluorescence | inhibition, % at 12.2 µM | 0.18% of 370,000 active; in the data active = inhibition above about 11%;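 also: 0% = median of compound wells on plate and 100% = full blocker control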
Tn6 DDE FP = DD(E)-Tn6 binding inhibition, primary FP screen. 0.21% of 370,000 active. Fibrin DD(E) TRITC-Tn6 fluorescence polarization displacement. P02675. inhibition, % at 8.3 µM;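 active = inhibition above a per-campaign cutoff: mean of compounds within control limits plus 3 SD, cut at about 15% in these data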;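 also: 0% = median of all compound wells on the plate and 100% = blocking peptide control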
DDE Tn7 FP inh = disrupts Tn7 cyclic peptide binding to fibrin D-Dimer-E complex; inhibition, % at 8.3 µM; P02675; 0.13% of 370,000 active; FP displacement of FITC-Tn7 peptide from fibrin DD(E); 0% = median of compound wells per plate;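 active = inhibition above the mean of compounds falling within the control limits plus 3 SD of them, cut at about 14% in these data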;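 also: 0% = plate median of compound wells and 100% = 10 µM Aha-Tn7 peptide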
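Also added: labelled Tn7 tracer, 0.1 µM; Assay system: human fibrin DD(E) protein; Amount: 2 µM fibrin DD(E); Schedule: 10 min compound pre-incubation, 3 h probe incubation at room temperature; Repeats: one replicate per compound; Read-out basis: percent inhibition; Measured by: fluorescence polarization of the labelled Tn7 tracer.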
proKLK7 act = proKLK7 (human) activation, primary screen; P49862; purified proKLK7, EDANS-DABCYL substrate fluorescence; 100% is mature enzyme control, 0% vehicle; activation, % at 7 µM; 0.9% of 370,000 active; AID 652039;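 active = activation above the mean of all tested compounds plus 3 SD, computed per campaign excluding outliers beyond control limits, cut at about 13% in these data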
Target sequence (P49862 whole entry, looked up): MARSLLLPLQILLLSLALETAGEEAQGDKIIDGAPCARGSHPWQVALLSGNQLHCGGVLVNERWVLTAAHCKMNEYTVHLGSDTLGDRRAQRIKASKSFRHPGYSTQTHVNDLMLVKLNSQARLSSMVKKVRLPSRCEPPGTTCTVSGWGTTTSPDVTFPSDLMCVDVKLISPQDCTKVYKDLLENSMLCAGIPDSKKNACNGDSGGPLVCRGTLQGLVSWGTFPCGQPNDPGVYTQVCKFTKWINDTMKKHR
Rev-erbA mod = Rev-erb alpha (human) modulation | AID 1259318 | 0.79% of 370,000 active | activity, % at 10 µM | P20393 | Rev-erbα–FITC-DNA binding, fluorescence polarization, 90 min;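 active = activity above about 14%, limit read from the data; passing the limit was not always enough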;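 also: 0% = DMSO wells with 35 nM protein and 100% = DMSO wells with 750 nM protein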
UHRF1 binding = UHRF1 methyl-DNA binding inhibition; Q96T88; UHRF1 binding to methylated oligo, TR-FRET; inhibition, % at 4.4 µM; 0.75% of 370,000 active; AID 687016; in the data active = inhibition above about 21%;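 also: UHRF1 SRA domain binding a hemimethylated CpG hairpin DNA probe; 0% = median of test compound wells and 100% = reference inhibitor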
sPLA2-III inh = Blocks human group III sPLA2 activity; inhibition, % at 12.2 µM; 0.56% of 370,000 active; Q9NZ20; QFRET BODIPY PC-A2 liposome hydrolysis, fluorescence;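 active = inhibition above mean plus 3 SD of compounds lying within the high and low control bounds, cut at about 19% in these data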;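 also: 0% = median of test compound wells and 100% = no enzyme DMSO wells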
PLCg1 inh = inhibitors of human phospholipase C gamma1 | P19174 | purified PLC-gamma1, fluorogenic substrate, fluorescence | inhibition, % at 12.2 µM | 0.84% of 370,000 active | AID 720700; in the data active = inhibition above about 9.5%
The depositor's hits bear a star.

no.	ASAP1 inh	ARFGAP1 inhibitor	PLC-beta3 inh	Tn6 DDE FP	DDE Tn7 FP inh	proKLK7 act	Rev-erbA mod	UHRF1 binding	sPLA2-III inh	PLCg1 inh	mol
1	-13	2	2	-1	1	0.4	5	-1	3	2	Cc1ccc(CCNC(=O)Cc2ccc(NC3=NC4CS(=O)(=O)CC4S3)cc2)cc1 (stereo not drawn)
2	10	3	-5	-1	-1	-0.4	6	1	-1	0	O=C(/C=C/c1c(Cl)cccc1Cl)N1CCOCC1
3	-2	-3	4	6	3	-0.3	2	-3	3	1	CC(=O)c1c(O)cc(C)n(Nc2nc(C)cc(C)n2)c1=O
4	15	-3	3	-4	-2	0.4	1	-1	5	0	CC(=O)Nc1ccc(OCC(O)Cn2ccnc2)cc1 (stereo not drawn)
5	-15	0	2	3	0	0.5	-4	2	-2	-1	COc1ccc(OCC(=O)N2CCN(C(=O)c3cccc(F)c3)CC2)cc1
6	-5	2	0	-6	-1	0.0	2	10	-4	7	COCCNC(=O)/C(C#N)=C/C=C/c1ccccc1
7	3	7	-1	4	-4	0.0	2	0	-1	-1	CC1CC(=O)c2cnc(NCc3ccco3)nc2C1 (stereo not drawn)
8	-12	3	1	-4	-8	0.1	-1	2	-3	0	CCCc1cc(=O)[nH]c(SCC(=O)OCc2ccccc2)n1
9	-9	-3	1	-13	4	0.6	1	3	6	2	COc1ccc(OC)c(NC(=O)CCNS(=O)(=O)c2cccs2)c1
10	8	1	1	-4	-5	0.4	-2	1	-6	-2	O=C(CN1CCN(Cc2ccc3c(c2)OCO3)CC1)Nc1cc(S(=O)(=O)N2CCCC2)ccc1Cl
11	15	0	-42	-5	-5	0.4	1	0	15	-38	CCCCc1c(O)nc2ccccn2c1=O
12	-3	6	-8	0	-2	0.0	4	2	-15	6	O=C(NC1CCCC1)c1ccc(COc2ccccc2Br)o1
13	-15	1	1	4	3	-0.8	4	-1	-5	2	COC(=O)c1cn(N(C)c2ncc(C(F)(F)F)cc2Cl)c(=O)c2ccccc12
14	11	3	-10	-4	-1	-0.5	15	-4	-5	-5	COc1ccc(Cl)cc1Nc1nc2ccc(C)cc2n2cnnc12
15	-9	3	7	-7	-4	0.1	0	-2	-3	4	CCC(C(=O)Nc1ccccc1)c1ccccc1 (stereo not drawn)
16	6	-16	-2	6	1	0.0	0	6	-25	1	CC(=O)N(C)c1ccc(NC(=O)C(Sc2ccccc2)c2ccccc2)cc1 (stereo not drawn)
17	7	-18	1	-6	0	-0.3	-1	3	4	0	Nc1ccn([C@@H]2O[C@H](COS(=O)(=O)O)[C@@H](O)[C@H]2O)c(=O)n1
18	-10	5	2	8	-5	0.4	5	3	-4	3	Cc1ccc(N(CC2CO2)S(=O)(=O)c2ccc([N+](=O)[O-])cc2)cc1 (stereo not drawn)
19	2	15	-3	2	-3	-0.5	3	0	-7	-4	Cc1ccc(S(=O)(=O)CCC(=O)OCC(=O)c2ccc(C)c(C)c2)cc1
20	-3	-13	-46	-2	1	-0.9	7	-4	-8	-34	O=Cc1ccc(OCCCOc2cccc3cccnc23)cc1

2 entries picked at random from the list so far, as already listed:
no.	ASAP1 inh	ARFGAP1 inhibitor	PLC-beta3 inh	Tn6 DDE FP	DDE Tn7 FP inh	proKLK7 act	Rev-erbA mod	UHRF1 binding	sPLA2-III inh	PLCg1 inh	mol
18	-10	5	2	8	-5	0.4	5	3	-4	3	Cc1ccc(N(CC2CO2)S(=O)(=O)c2ccc([N+](=O)[O-])cc2)cc1 (stereo not drawn)
3	-2	-3	4	6	3	-0.3	2	-3	3	1	CC(=O)c1c(O)cc(C)n(Nc2nc(C)cc(C)n2)c1=O

Remaining list, next part
no.	ASAP1 inh	ARFGAP1 inhibitor	PLC-beta3 inh	Tn6 DDE FP	DDE Tn7 FP inh	proKLK7 act	Rev-erbA mod	UHRF1 binding	sPLA2-III inh	PLCg1 inh	mol
21	-18	-6	-2	-5	0	0.2	2	0	-3	-4	Cc1ccccc1NC(=O)C(c1ccccc1)C1CCCC1 (stereo not drawn)
22	-18	-8	-8	0	8	0.7	-4	3	-2	-5	COC(=O)Cc1cc(=O)n2[nH]c(C)nc2n1
23	6	-16	4	-2	3	0.5	25*	-21	8	4	CCOc1ccc(N=Nc2c(=O)[nH]n3c(=O)cc(C)[nH]c23)cc1
24	-3	-7	-2	8	2	-0.5	1	-4	-11	3	COc1ccc(CN2CCN(Cc3ccco3)CC2)cc1
25	0	-12	0	-4	7	0.9	-4	-5	2	2	O=C1CSC(c2cccc([N+](=O)[O-])c2)N1CCN1CCCCC1 (stereo not drawn)
26	-5	4	3	10	-2	-0.2	-3	-1	-2	3	COC(=O)Cc1c(C)nc2nc(-c3ccc(C)cc3)[nH]n2c1=O
27	3	16	3	-2	1	-0.2	3	2	0	1	CCOC(=O)C1CCCN(c2c(N3CCN(c4ccccn4)CC3)c(=O)c2=O)C1 (stereo not drawn)
28	21	4	-6	6	-1	-0.2	-5	-1	-3	-1	CCOC(=O)Cn1c(O)c(N=NC(=O)CNC(=O)Cc2ccccc2)c2ccccc21
29	-12	-3	-8	4	7	0.8	0	-1	-9	1	Cc1ccc(NC(=O)C2CCN(C(=O)OC(C)(C)C)CC2)cc1S(=O)(=O)N1CCCCC1
30	16	0	-33	4	5	0.2	1	-3	11	-20	CCNC(=S)N(CCc1c(C)[nH]c2ccc(C)cc12)Cc1ccco1
31	-1	6	-1	0	-4	-0.1	3	6	-1	1	CCOC(=O)c1ccc(NC(=O)Cn2c(C)nc3c(sc(=S)n3CC)c2=O)cc1
32	-7	8	-3	3	1	0.5	-1	-2	1	-1	CCCCC(=O)Nc1c2c(nn1-c1ccc([N+](=O)[O-])cc1)CS(=O)(=O)C2
33	-9	4	-1	-1	0	-0.7	1	-10	6	0	C/C(CC(=O)Nc1ccc(N(C)C)cc1)=N\NC(=O)c1cnccn1
34	-11	4	-5	2	5	-0.1	-5	-2	-21	-1	Cc1ccc(N2CC(C(=O)N3CCC(C(=O)Nc4cccc(Br)c4)CC3)CC2=O)cc1 (stereo not drawn)
35	1	11	0	12	-2	0.1	5	2	9	-2	Cc1cc(NC(=O)CCC(=O)N(c2ccccc2)C(C(=O)NCC2CCCO2)c2cccnc2)no1 (stereo not drawn)
36	-13	-1	-6	-3	-4	-0.3	3	-1	9	6	CCCCn1c(N)c(N(C(=O)CSc2nncn2-c2ccccc2)C2CCCC2)c(=O)[nH]c1=O
37	9	-15	6	-10	-1	0.1	-6	3	8	5	ClC(=C\c1ccccc1)/C=N/N1CCN(c2ccccn2)CC1
38	10	2	-4	-2	-4	-0.2	-4	-5	5	-1	Cc1ccccc1N=Cc1cc2c(cc1[N+](=O)[O-])OCO2
39	6	-2	-8	5	-4	0.6	10	-2	-8	-2	O=C(C[n+]1cc(Br)cc(Br)c1)c1ccc(-c2ccccc2)cc1
40	-1	-3	0	4	12	-0.2	-11	1	10	2	CC=C1OC(n2cnc3c(N)ncnc32)C(O)C1O (stereo not drawn)

Carrying on.
no.	ASAP1 inh	ARFGAP1 inhibitor	PLC-beta3 inh	Tn6 DDE FP	DDE Tn7 FP inh	proKLK7 act	Rev-erbA mod	UHRF1 binding	sPLA2-III inh	PLCg1 inh	mol
41	-6	-9	-16	-3	5	-0.2	-7	1	6	-10	CCCn1c(=N)n(CC(=O)c2ccc(Cl)cc2)c2ccccc21
42	9	3	2	8	-6	-0.3	-7	-4	2	2	COc1cc(C2SCC(=O)N2CCCN(C)C)cc(OC)c1OC (stereo not drawn)
43	9	-6	-3	-1	-2	0.4	0	-3	7	8	O=Cc1cn(-c2ccccc2)nc1-c1ccncc1
44	-12	0	4	0	4	-0.6	4	-2	-8	-5	CC(C)C(=O)Nc1ccc2c(c1)oc1ccccc12
45	-9	16	-3	5	-6	0.0	0	-1	-4	1	O=C(Nc1ccc(NC(=O)c2ccc([N+](=O)[O-])cc2[N+](=O)[O-])cc1)c1ccco1
46	-7	-11	2	-1	5	0.4	4	0	10	5	CN(NS(=O)(=O)c1ccc([N+](=O)[O-])cc1)c1ccccc1
47	-13	-10	-1	-4	-2	0.2	-4	1	0	0	O=C1Nc2cc(Cl)c(Cl)cc2N(O)N1c1ccc(Cl)cc1
48	-9	-5	2	1	2	0.0	1	0	-2	6	COc1cc(NC(=O)COC(=O)c2ccccc2F)cc(OC)c1
49	4	0	-4	5	2	-0.1	-4	-1	8	4	O=C(CN(c1ccc(Cl)cc1)S(=O)(=O)c1ccc(Cl)c([N+](=O)[O-])c1)NCCc1ccc(F)cc1
50	5	4	3	-7	-1	0.1	-4	2	-3	9	CCN(CC)c1nc(Nc2ccc(Cl)cc2)nc(OCC#N)n1
51	-14	1	-1	0	-2	0.0	-2	1	-1	-1	CC(=O)SCC(=O)N=c1sc2cc(F)ccc2n1C
52	-10	9	-2	6	6	-0.2	-5	0	5	-3	CCOC(=O)Cc1nn[nH]n1
53	6	-1	-10	4	-5	3.4	-4	2	1	-2	Cc1cc(/C=C2\C(=O)NN(c3ccccc3)C2=O)c(C)n1-c1ccccc1O
54	13	-15	-6	5	-2	-0.1	-8	1	8	3	Cc1cccc(C(=O)NCC(=O)OCc2cc(=O)n3ccsc3n2)c1
55	4	7	-5	4	6	-0.2	5	6	4	0	CCOC(=O)c1sc2nc(C)nc(NCc3ccc(Cl)cc3)c2c1C
56	1	-1	2	-6	-3	0.1	-3	10	-5	2	CCCc1cc(C(=O)OC)c2ccccc2n1
57	5	0	2	0	2	-0.2	0	-2	-4	1	Cc1c(C(=O)OCC(=O)N2CC(=O)Nc3ccccc32)oc2ccc(Br)cc12
58	2	0	3	6	-2	-0.3	-1	2	12	0	CCCCCCCCCCCCN1CCSCCS1(=O)=O
